Source: PubChem BioAssay (Sanford-Burnham Center for Chemical Genomics)
TNAP inh pNP: human TNAP enzyme inhibitors, primary screen, biochemical, colorimetric, p-nitrophenol readout | Alkaline phosphatase, tissue-nonspecific isozyme (Homo sapiens), P05186 | purified TNAP, pNPP hydrolysis, absorbance 405 nm | inhibition, % at 20 µM | 21,000 tested, under 10 active;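 note: 0% = DMSO only wells and 100% = 1 mM levamisole wells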
Target sequence (P05186 whole entry, looked up): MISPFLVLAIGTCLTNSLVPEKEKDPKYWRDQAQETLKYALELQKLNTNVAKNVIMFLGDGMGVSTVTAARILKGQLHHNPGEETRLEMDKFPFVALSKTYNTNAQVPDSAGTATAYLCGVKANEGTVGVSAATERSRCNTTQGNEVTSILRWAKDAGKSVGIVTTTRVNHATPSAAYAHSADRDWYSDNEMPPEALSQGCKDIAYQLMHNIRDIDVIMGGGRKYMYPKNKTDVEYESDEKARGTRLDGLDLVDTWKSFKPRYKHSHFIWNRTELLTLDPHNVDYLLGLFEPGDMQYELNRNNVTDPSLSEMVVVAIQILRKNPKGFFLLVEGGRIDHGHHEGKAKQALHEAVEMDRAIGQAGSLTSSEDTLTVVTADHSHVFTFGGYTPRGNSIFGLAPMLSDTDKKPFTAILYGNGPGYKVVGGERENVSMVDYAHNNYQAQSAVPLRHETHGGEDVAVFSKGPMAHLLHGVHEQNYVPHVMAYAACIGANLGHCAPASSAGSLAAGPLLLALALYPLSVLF
TNAP Pi inh: human TNAP enzyme inhibitors, primary screen, biochemical, colorimetric, phosphate release readout. Alkaline phosphatase, tissue-nonspecific isozyme (Homo sapiens), P05186. purified TNAP, pNPP, malachite green phosphate absorbance. inhibition, % at 20 µM. 21,000 tested, under 10 active
Active calls of the source: *.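 Rule for the calls: active = inhibition above 50% at the 20 µM single-dose screen; inactive = the rest.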

SMILES	TNAP inh pNP	TNAP Pi inh
CCOCCCNC(=O)NC12CC3CC(CC(C3)C1)C2	4	10
COCCn1c(SCC(=O)Nc2cccc(C(=O)OC)c2)nc2ccccc2c1=O	-7	1
CC1(C)S[C@@H]2[C@H](NC(=O)[C@H](N)c3ccccc3)C(=O)N2[C@H]1C(=O)O	-8	-6
O=C(Nc1cccnc1)c1ccc(COCC(F)(F)F)cc1	0	0
COc1ccc(S(=O)(=O)Nc2ccc(O)c3ccccc23)cc1	-2	-36
COc1ccc2[nH]cc(C(=O)CN3CCN(C4CCCCC4)CC3)c2c1	6	0
Cn1c(=O)c2c(ncn2Cc2ccc(Cl)c(Cl)c2)n(C)c1=O	7	1
CCN1CCN(C(=O)CN(c2cc(OC)ccc2OC)S(C)(=O)=O)CC1	0	0
Cc1c(Cl)cccc1NC(=O)CSc1nnc(CCNC(=O)OC(C)(C)C)o1	-7	0
CCCC(c1nnnn1C(C)(C)CC)N1CCN(C2CCCC2)CC1 (centres undefined)	7	12
CC(C)C[C@H](NC(=O)NCCc1ccc(Cl)cc1)C(=O)O	2	8
O=S(=O)(Cc1ccc(Cl)cc1)NCC1CCCO1 (centres undefined)	6	5
CC(C)C(c1nnnn1C1CCCC1)N1CCc2ccccc21 (centres undefined)	6	4
CCOc1ccc(N=C(NC#N)SCC(=O)NC2CC2)cc1	6	10
CCn1c(=O)c2ccccc2n2c(SCC(=O)NCc3cccs3)nnc12	-6	0
N#Cc1nc(-c2ccco2)oc1NCc1ccc(F)cc1	6	8
O=C(CN1CCC(n2nnc3cc(F)ccc32)CC1)N1CCc2ccccc2C1	-2	7
COc1ccccc1NC(=O)CSc1nnc(Cn2cnc3ccccc32)n1C	6	14
CCC12CN3CC(CC)(CN(C1)C3c1c(O)ccc3ccccc13)C2=O (centres undefined)	5	7
O=C(CC1(O)C(=O)Nc2ccc(Br)cc21)c1ccc2c(c1)OCO2 (centres undefined)	8	-9

Brought forward from above: 7 entries, then new ones.
SMILES	TNAP inh pNP	TNAP Pi inh
CCOc1ccc(N=C(NC#N)SCC(=O)NC2CC2)cc1	6	10
CCn1c(=O)c2ccccc2n2c(SCC(=O)NCc3cccs3)nnc12	-6	0
N#Cc1nc(-c2ccco2)oc1NCc1ccc(F)cc1	6	8
O=C(CN1CCC(n2nnc3cc(F)ccc32)CC1)N1CCc2ccccc2C1	-2	7
COc1ccccc1NC(=O)CSc1nnc(Cn2cnc3ccccc32)n1C	6	14
CCC12CN3CC(CC)(CN(C1)C3c1c(O)ccc3ccccc13)C2=O (centres undefined)	5	7
O=C(CC1(O)C(=O)Nc2ccc(Br)cc21)c1ccc2c(c1)OCO2 (centres undefined)	8	-9
Cc1ccc(C)c(S(=O)(=O)C(C#N)c2nc3ccccc3nc2N2CCOCC2)c1 (centres undefined)	7	4
COc1ccccc1C(c1nnnn1C1CCCC1)N1CCN2CCCC2C1 (centres undefined)	2	6
CC(=NCCCn1ccnc1)C1=C(O)c2ccccc2C1=O	6	12
Cc1ccc(C)c(Cn2c(C(C)O)nc3ccccc32)c1 (centres undefined)	-4	0
CCSc1nnc(NC(=O)C(CC)(C(F)(F)F)C(F)(F)F)s1	0	0
COc1ccc(CN(Cc2ccncc2)C(=O)CCC(=O)O)cc1	5	-14
Cc1ccc(S(=O)(=O)N2c3ccc(S(N)(=O)=O)cc3CC2C)cc1 (centres undefined)	0	0
Cc1occc1C(=O)Nc1ccc2c(c1)CCC2	0	0
Cc1cc(C)n2nc(Cc3ccccc3)nc2n1	1	10
CN1CC=C2C(C#N)=C(N)C(C#N)(C#N)[C@H](c3cccc(Cl)c3)C2C1 (some centres undefined)	-3	-9
COc1ccc(-c2noc(-c3ccccc3C(=O)Nc3cccc(OC)c3)n2)cc1	2	9
Cc1ccc(S(=O)(=O)NC(=O)NN2CCCCCC2)cc1	6	10
c1ccc(CCn2nnnc2CN2CCc3ccccc32)cc1	6	8
Cc1ccc2nsnc2c1S(=O)(=O)N1CCCC1	-3	5
CCOC(=O)C1=C2N(C)c3ccccc3N2CCC1=O	-2	12
O=C(CSc1nc2nc(-c3cccs3)cc(C(F)(F)F)c2c(=O)[nH]1)NCc1ccco1	3	-8
COc1cc(C)c2occ(/C(C)=N\O)c2c1	-2	5
COCCn1nnnc1C(c1ccc(OC)c(OC)c1)N1CCc2ccccc21 (centres undefined)	8	10
O=C(CCSc1ccccc1)NCC1CCCO1 (centres undefined)	8	-3
COc1ccc(OC)c(C2C(C(C)=O)=C(O)C(=O)N2CCC(=O)O)c1 (centres undefined)	0	7
O=C(COc1ccc2c(c1)CCC2)N1CCc2ccccc21	2	6
CCn1c2ccccc2c2nnc(SCN3C(=O)c4ccccc4C3=O)nc21	1	7
CCOC(=O)Cn1nnnc1CN(Cc1ccc(OC)cc1)Cc1cc2cc(CC)ccc2[nH]c1=O	-5	14
O=C1C(=O)N(CCN2CCOCC2)C(c2ccccn2)/C1=C(/O)c1ccccc1 (centres undefined)	-1	-3
CCC(C)(C)n1c(=O)[nH]c2c(c1=O)CCC2	5	12
O=C(CSc1n[nH]c(-c2ccc(S(=O)(=O)N3CCCCC3)cc2)n1)Nc1nccs1	5	-8
COc1ccc(NC2CC(=O)N(c3cccc(C)c3)C2=O)cc1 (centres undefined)	7	13
O=C(O)CSc1ccccn1	1	8
CC1(C)Cc2c(c(N3CCCCC3)[nH]c(=S)c2C#N)CS1	5	11
CCC(C)N1CC(O)=C(c2nc3ccccc3[nH]2)C1=N (centres undefined)	6	18
Cc1ccc(C(=O)NCCCn2ccnc2)o1	5	8
COC(=O)COc1ccc(S(=O)(=O)NCc2ccco2)cc1	5	9
Nc1nc2n(n1)C(c1cccs1)CC(c1ccc(F)cc1)N2 (centres undefined)	5	12
CS(=O)(=O)N(CC(=O)Nc1ccccc1C(=O)N1CCOCC1)c1ccc2c(c1)OCO2	-2	9
CCOC(=O)CSc1nc2cc(C)cc(C)c2cc1C#N	-6	8
Cc1cc(C)c2[nH]c(=O)c(C(c3nnnn3C3CCCC3)N3CCOCC3)cc2c1 (centres undefined)	4	9
CCOC(=O)N1CCN(C(=O)CN(C2CCCCC2)S(=O)(=O)c2ccc(C)cc2)CC1	4	8
C#CCNc1nc(C(C)C)nc2c1nnn2Cc1ccccc1F	2	-22
Cc1cc(C(=O)CSc2nnc(C3COc4ccccc4O3)n2C)c(C)n1-c1ccc(F)cc1 (centres undefined)	4	11
O=C(CN1C(=O)COc2ccccc21)N(CCCN1CCOCC1)CC1CC=CCC1 (centres undefined)	8	-4
COc1ccc(-c2nnc(SCC(=O)N3CCOCC3)o2)cc1	-3	0
Cc1cc(O)ccc1Nc1nc(-c2sc(N)nc2C)cs1	9	-25
COCCN1C(=O)C(=O)/C(=C(/O)c2ccc(OCC(C)C)cc2)C1c1cccnc1 (centres undefined)	5	7
CC(C)n1c(SCC(N)=O)nc2c1c(=O)[nH]c(=O)n2C	-2	6
Clc1ccc(SCc2cn3ccsc3n2)cc1	3	2
Cc1ccc2[nH]c3c(c2c1)CN(C(=O)CN1CCN(c2ccccc2F)CC1)CC3	0	6
CCOC(=O)C1CCCCN1Cc1cc(Cl)ccc1O (centres undefined)	4	7
C/C(N)=C(\C#N)C(=O)NCc1ccccn1	6	3
COCCSc1nnc(-c2cccc(C#N)c2)n1C	6	8
CC(C)C(c1nnnn1Cc1ccc(F)cc1)N1CCN(C(=O)c2ccco2)CC1 (centres undefined)	4	7
COc1ccc(OC)c(NS(=O)(=O)c2cc(OC)ccc2OC)c1	-5	-4
CN(C)S(=O)(=O)c1cccc(C(=O)N2CCN(Cc3ccccc3)CC2)c1	6	9
COc1cc(-c2nnn(CC(=O)NC3CCS(=O)(=O)C3)n2)ccc1OCc1ccccc1 (centres undefined)	2	6
COC(=O)c1cc(Br)c(=O)n(Cc2ccc(OC)c(OC)c2)c1	0	5
CC(C)(/C=N/O)/[N+]([O-])=C/c1ccco1	0	4
CN(C)c1ccc(C(c2nnnn2C(C)(C)C)N2CCc3ccccc3C2)cc1 (centres undefined)	5	8
COc1ccc(N(CC(=O)NC2CCCC2)C(=O)Cn2nnc(-c3ccc(C)cc3)n2)cc1OC	2	8
COc1ccc(NC(=O)c2cnn3c(C(F)(F)F)cc(-c4ccco4)nc23)cc1OC	0	5
CSc1nc(N)nc(SCC(=O)OC(C)C)c1C#N	-16	-12
CCOc1ccc(-c2nn[nH]n2)cc1	-1	5

The results go on:
SMILES	TNAP inh pNP	TNAP Pi inh
COc1cccc(CNC(=O)c2ccccc2N)c1	5	12
Cc1cccc(OCCCC(=O)Nc2ccc(S(=O)(=O)Nc3onc(C)c3C)cc2)c1C	5	-18
CCN(CC)CC(=O)c1c[nH]c2ccc(C)cc12	1	-16
CCOC(=O)N1CCN(c2nc3ccccc3nc2C(C#N)C(=O)NCCc2ccccc2)CC1 (centres undefined)	-4	4
CCC(CC)C(=O)NCCNC(=O)C(CC)CC	1	8
CCC(=O)N(Cc1cc2cccc(C)c2[nH]c1=O)c1ccccc1OC	3	11
Cc1ccc(S(=O)(=O)Cn2cnnn2)cc1	4	2
Nc1cccc(C(=O)Nc2ccc(N)cc2Cl)c1	4	13
O=C(CSc1nnc(-c2c[nH]c3ccccc23)o1)N1CCCCC1	-13	-2
COC(=O)CSc1n[nH]c(-c2ccncc2)n1	-18	-8
C1CCN(c2nc(N3CCCCC3)nc(N3CCNCC3)n2)CC1	4	6
COc1ccc(-c2nnc3sc(COc4ccccc4)nn23)cc1	0	5
O=C(O)c1ccc(-c2ccccc2)[nH]1	3	9
Cn1c(SCC(=O)Nc2cccc(F)c2)nnc1-c1cc2ccccc2o1	2	-14
CC(=O)c1c(NC(=O)C(C)C)nc(C)nc1-c1ccccc1	0	0
CC(C)Cc1[nH]c(=O)c(C#N)c2c1CCCC2	6	11
Cc1nnc(SCC(=O)Nc2nc(-c3ccccc3)cs2)n1N	3	8
CCN(CC)c1ccc2cc(-c3nnc(-c4ccncc4)o3)c(=O)oc2c1	1	7
CCC(C#CCN1CCCCC1)(CC)OCCC#N	3	6
O=C1CC(c2ccccc2)CC2=C1CN(C1CCCCC1)CN2 (centres undefined)	0	-19
CC1CCCN(C(=O)c2ccc3nc[nH]c3c2)C1 (centres undefined)	-1	4
COc1ccc(CNC(=O)C2CCCN2S(=O)(=O)c2ccccc2)cc1 (centres undefined)	4	8
COC(=O)c1cccc(NC(=O)C2C3CCC(C3)C2C(=O)O)c1 (centres undefined)	4	3
Cc1cnc(C(=O)Nc2ccc(F)c(F)c2)cn1	-3	8
Cc1cccc(Nc2nc(N)nc(CN3CCN(c4ccccc4)CC3)n2)c1	-6	-1
Cn1c(=O)c2c(nc(OCc3cccnc3)n2Cc2ccccc2)n(C)c1=O	0	0
Oc1ccccc1CNCCCNCc1ccccc1O	7	16
C=CCNC(=O)C1CC(=O)N(c2ccc(OCC(=O)Nc3ccc(C)cc3)cc2)C1 (centres undefined)	8	9
CNC(=O)c1nnn(-c2ccccc2)c1C(=O)NC	4	6
CCn1c(NCc2ccccn2)nc2c1c(=O)n(C)c(=O)n2C	1	1
Cn1c(CSc2nc3ccccc3s2)nc2ccccc21	-9	0
Cc1ccc(S(=O)(=O)NC(CC(=O)O)c2ccccc2)cc1 (centres undefined)	4	8
Cc1c(OCc2ccccc2)c(=O)ccn1Cc1ccccc1	-1	0
COC(=O)c1ccc(C2/C(=C(/O)c3ccc(OC)cc3)C(=O)C(=O)N2c2cc(C)on2)cc1 (centres undefined)	5	10
CCCc1[nH]nc2c1C(c1ccc(OC)c(CSC3=NCCS3)c1)C(C#N)=C(N)O2 (centres undefined)	-2	12
CC(=O)N1CCN(S(=O)(=O)c2ccc(C)cc2)C1C(C)C (centres undefined)	4	6
O=C(Nc1cccc(Cl)c1N1CCCC1)c1ccc(Br)o1	0	0
O=C(NCc1ccco1)c1cnn2c1NC(c1ccccc1)CC2C(F)(F)F (centres undefined)	2	6
Cn1nc(-c2ccc(OCC(=O)NCC3CCCO3)cc2)c2ccccc2c1=O (centres undefined)	-2	-3
O=S(=O)(c1ccc(-c2nnc(SCc3nnc(-c4ccccc4)o3)o2)cc1)N1CCCC1	4	8

Overlap with the part before: 5 entries, followed by the next part.
SMILES	TNAP inh pNP	TNAP Pi inh
CC(=O)N1CCN(S(=O)(=O)c2ccc(C)cc2)C1C(C)C (centres undefined)	4	6
O=C(Nc1cccc(Cl)c1N1CCCC1)c1ccc(Br)o1	0	0
O=C(NCc1ccco1)c1cnn2c1NC(c1ccccc1)CC2C(F)(F)F (centres undefined)	2	6
Cn1nc(-c2ccc(OCC(=O)NCC3CCCO3)cc2)c2ccccc2c1=O (centres undefined)	-2	-3
O=S(=O)(c1ccc(-c2nnc(SCc3nnc(-c4ccccc4)o3)o2)cc1)N1CCCC1	4	8
CSc1nnc2n(-c3ccccc3)c(=O)c3c4c(sc3n12)CCC4	5	9
O=C(NCc1ccccn1)c1ccc(Cn2cc(Br)cn2)o1	5	11
CCCC(=O)Nc1nnc(Cc2ccccc2)s1	8	11
Cc1cccn2c(=O)c3cc(C(=O)NCCN4CCOCC4)c(=N)n(CCc4ccccc4)c3nc12	-5	11
COc1ccc2[nH]c(=O)c(-c3noc(-c4ccccc4)n3)cc2c1	5	6
CCNc1cc(=O)n(C)c(=O)n1C	-6	0
N#Cc1nc(Cc2ccccc2)oc1N1CCC(C(N)=O)CC1	2	6
CC(C)COc1cc(=O)[nH]c(SCC(C)C)n1	4	8
O=C(Nc1ccc2nn(-c3ccccc3)nc2c1)c1ccc2c(c1)OCO2	6	-8
COc1ccc2c(c1OC)C(=O)OC2CC(=O)c1ccc2c(c1)OCO2 (centres undefined)	3	-1

An excerpt (hit frequency here may not be typical).
